Screening data (PubChem)
RXFP1 antagonist – RXFP1 (human) relaxin receptor antagonism; activity change, negative = inhibition, % at 57.5 µM; actives 0.59% (n = 350,000); HEK293-RXFP1, relaxin-stimulated cAMP HTRF, 30 min; active compounds read low; Q9HBX9;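 active = activity change of -60% or lower, but not beyond a set lower limit; inconclusive = change between -60% and -40%, or beyond the set limit; inactive = change above -40%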; also: % is scaled to controls: 0 for no effect and ±100 for the full control effect
Target sequence (Q9HBX9 whole entry, looked up): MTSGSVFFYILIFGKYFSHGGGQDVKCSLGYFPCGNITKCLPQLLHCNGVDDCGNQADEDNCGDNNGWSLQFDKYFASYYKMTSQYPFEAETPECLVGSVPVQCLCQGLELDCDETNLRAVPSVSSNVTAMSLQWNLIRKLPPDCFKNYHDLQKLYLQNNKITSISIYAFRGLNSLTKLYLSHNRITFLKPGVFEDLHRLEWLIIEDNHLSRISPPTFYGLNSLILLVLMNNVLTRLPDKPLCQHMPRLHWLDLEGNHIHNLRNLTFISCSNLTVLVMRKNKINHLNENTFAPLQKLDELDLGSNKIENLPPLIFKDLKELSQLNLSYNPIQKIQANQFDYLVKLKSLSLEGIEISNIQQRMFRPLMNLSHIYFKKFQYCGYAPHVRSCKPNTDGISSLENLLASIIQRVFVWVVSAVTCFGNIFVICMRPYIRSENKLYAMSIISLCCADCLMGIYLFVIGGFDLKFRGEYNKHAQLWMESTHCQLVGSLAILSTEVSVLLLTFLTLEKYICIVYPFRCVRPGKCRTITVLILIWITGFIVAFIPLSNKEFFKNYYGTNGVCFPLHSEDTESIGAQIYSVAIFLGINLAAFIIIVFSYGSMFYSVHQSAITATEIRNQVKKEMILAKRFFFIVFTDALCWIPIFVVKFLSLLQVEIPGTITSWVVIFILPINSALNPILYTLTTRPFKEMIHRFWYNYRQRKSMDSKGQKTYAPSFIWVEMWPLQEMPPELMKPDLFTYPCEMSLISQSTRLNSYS
TRHR PAM – allosteric enhancers of human TRH receptor. P34981. TRHR cells, fluo-8 calcium fluorescence, EC20 TRH enhancement. enhancement, % at 2 µM. actives 0.66% (n = 360,000). AID 493056; in the data active = enhancement above about 30%; also: 0% is about no effect
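Enhancer read-out: after compound pinning and an initial kinetic agonist-mode read, an EC20 of TRH (10 nM final) was injected and fluo-8 calcium signal (Ex 480/Em 530) followed at 1 s/cycle for 100 cycles in TRHR-expressing cells.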
D2 ag – activates the human D2 dopamine receptor | HEK293 T-REx D2 cells, calcium flux agonist mode | P14416 | AID 485358 | activation, % at 2 µM | actives 0.53% (n = 340,000);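 active = activation over 3 SD above normal in the single-dose calcium agonist read, cut at about 30% in these data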; also: 0% is about no effect
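Agonism is scored from calcium flux in a force-coupled, inducible HEK293 cell line expressing D2, read kinetically for 180 s after compound addition against dopamine controls.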
TRHR ag – TRH receptor (human) agonism; P34981; TRHR cells, calcium flux fluo-8, FDSS agonist mode; AID 493084; activation, % at 2 µM; actives 0.18% (n = 360,000); also: 0% is about no effect
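TRHR-expressing cells loaded with fluo-8 calcium dye; 23 nL library compound pin-transferred, kinetic FDSS fluorescence (Ex 480/Em 530) recorded about 180 s for agonist-induced calcium release, before a 10 nM TRH EC20 addition for potentiator mode.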
D1 PAM – human D1 dopamine receptor positive modulation; P21728; HEK293 TREx D1 cells, calcium flux, dopamine EC20 potentiation; potentiation, % at 10 µM; actives 0.036% (n = 360,000); AID 504651; in the data active = potentiation above about 30%; also: 0% is about no effect
D1 ag – agonists of human D1 dopamine receptor; P21728; HEK293 T-REx D1 cells, calcium flux, agonist mode; activation, % at 2 µM; actives 1% (n = 360,000); AID 504660; also: 0% is about no effect
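Agonism was scored from calcium flux recorded over 180 s (1 read/s) after pintool compound addition, following a 10-cycle baseline. Cells were inducible force-coupled HEK293 TREx D1, plated overnight at 30 C and loaded with no-wash calcium dye.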
D2 potentiator – positive allosteric modulators of human D2 dopamine receptor; P14416; HEK293 T-REx D2, calcium flux, EC20 dopamine potentiation; potentiation, % at 10 µM; actives 0.34% (n = 340,000);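 active = potentiation over 3 SD above the plate norm, cut at about 30% in these data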; also: 0% is about no effect
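Primary screen. Calcium kinetics in induced HEK293 T-REx D2 cells: compound pre-addition 180 s, EC20 dopamine, 180 s more.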
D2 antagonist – antagonizes the human D2 dopamine receptor. actives 2% (n = 340,000). inhibition, % at 10 µM. AID 485344. HEK293 TREx D2 cells, calcium flux, dopamine EC80; in the data active = inhibition above about 30%; also: 0% is about no effect
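Tetracycline-induced HEK293 TREx cells expressing D2 receptor forced-coupled to calcium signalling, loaded with no-wash calcium dye. Compounds added and calcium flux read 180 s, then dopamine added at EC80 and read a further 180 s.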
D1 antagonist – antagonists of human D1 dopamine receptor; AID 504652; activity change, negative = inhibition, % at 10 µM; actives 3.2% (n = 360,000); HEK293 TREx D1 cells, calcium flux, dopamine EC80; active compounds read low; in the data active = activity change below about -30%; also: % is scaled to controls: 0 for no effect and ±100 for the full control effect
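HEK293 T-REx cells expressing inducible, force-coupled D1 receptor; no-wash Ca dye, 30–90 min RT. Cmpd → 180 s read at 1 Hz → EC80 DA → 180 s read.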
The depositor's hits bear a star; ? = inconclusive; nt = not tested or not shown; & = joins results of further samples. Rule as the data show it, unless noted: active = activation above about 30%; inactive = the rest.

SMILES	RXFP1 antagonist	TRHR PAM	D2 ag	TRHR ag	D1 PAM	D1 ag	D2 potentiator	D2 antagonist	D1 antagonist
COc1ccc(NC(=O)CSC2=Nc3ccccc3C3=NC(CC(=O)NCc4ccc5c(c4)OCO5)C(=O)N23)cc1 (stereo not drawn)	-14	-3	0.4	-0.2	-2	-1	6	nt	8
Cc1nnc(SCC(=O)N(C)CC(=O)Nc2ccccc2Cl)s1	10	2	-1.4	0.1	-4	3	0	-22	2
O=C1NC(=S)N/C1=C/C=C/c1ccccc1	-11	0	1.6	-0.3	-7	0	12	1	5
COc1ccccc1CC(=O)N1CCC(CCC(=O)NC2CC2)CC1	14	0	0.9	-1.0	1	1	-2	-15	2
CC(=O)c1ccc(NC(=O)c2nn(C)c3c2CS(=O)(=O)c2ccccc2-3)cc1	1	10	2.3	0.0	-2	4	5	nt	-7
CC1(C)Cc2c(cnn2-c2ccc(F)cc2)C(NC(=O)Cn2cncn2)C1 (stereo not drawn)	-17	-4	0.7	0.2	5	0	3	28	17
COc1ccc(Sc2nc(-c3ccccc3)ncc2OC)cc1	-10	-5	1.1	0.9	2	9	0	-32	11
CCc1nnc(NS(=O)(=O)c2ccc(NC(=O)c3ccc(S(=O)(=O)N(CC)CC)cc3)cc2)s1	-1	2	0.5	0.6	-1	3	23	-24	7
COc1cc(C)ccc1OCc1cc(C(=O)N2C[C@H]3CC[C@H]2C3)no1	-5	-7	0.5	-0.6	1	-1	26	-17	5
CCCOc1ccc(C(=O)OCC(=O)c2c(N)n(C)c(=O)n(C)c2=O)cc1OC	-7	0	0.6	-2.4	0	2	16	1	-7
O=C1CCCCCN1Cc1ccccc1	6	5	0.9	0.4	-4	-1	10	7	7
O=C(COc1nsnc1N1CCOCC1)N1CCOCC1	-3	-2	0.2	0.2	-6	4	-2	5	3
Cc1c(CC(=O)NCC(=O)NCC(=O)O)c(=O)oc2cc3c(cc12)CCC(C)(C)O3	-3	9	0.7	0.0	1	1	7	-2	18
Cc1nc2nc(SCC(N)=O)[nH]c2cc1Br	-9	1	-0.9	1.6	5	2	8	12	-28
Cc1nc(SCC(=O)O)c(C#N)c(-c2ccco2)c1C(=O)N(C)C	-1	0	1.1	0.5	-2	2	-9	2	-4
C=CCOc1ccccc1CN1CCC(n2nccc2NC(=O)c2ccccc2)CC1	8	-1	0.1	-0.2	-8	-1	-23	-25	10
CC(=O)N1CCc2c(sc(NC(=O)CS(=O)(=O)c3ccc(F)cc3)c2C#N)C1	3	-3	-0.3	0.6	-3	2	8	11	-2
CCc1ccc(NC(=O)CCc2c(C)nn(-c3ccc(N4CCCC4)nn3)c2C)cc1	-8	0	-0.9	-0.9	-5	-1	13	nt	-4
NS(=O)(=O)c1ccc(CNC(=O)/C=C/c2ccc(S(=O)(=O)N3CCOCC3)cc2)cc1	1	-1	-0.4	-1.1	-1	1	-5	3	0
CCN(CC)S(=O)(=O)c1ccc(OC)c(NC(=O)C(C)Oc2ccc3c(C)cc(=O)oc3c2)c1 (stereo not drawn)	6	-6	-0.5	-2.2	-8	3	1	-9	5
Cc1cc(Oc2nc3c(C)cccn3c(=O)c2/C=C(\C#N)S(=O)(=O)c2ccccc2)ccc1Cl	30	3	1.2	0.3	10	2	3	-12	18
CC(=O)O[C@]1(C(C)=O)CC[C@H]2[C@@H]3C=CC4=CC(=O)C=C[C@]4(C)[C@H]3CC[C@@]21C	-6	2	nt	-1.2	3	0	nt	nt	5
O=C(CSc1ncnc2c(-c3ccc(Cl)cc3)nsc12)c1ccccc1	-5	2	0.5	1.1	18	8	9	13	-1
CCc1nnc(NC(=O)CSc2ccc(Cl)cc2)s1	-1	21	-1.8	-0.5	8	4	-10	8	10
O=C(NCC(=O)N1CCN(C/C=C/c2ccccc2)CC1)c1ccc(OC(F)F)cc1	5	4	-0.1	0.6	nt	9	16	-7	-3

Of the compounds above, these contain a COOH group:
SMILES	RXFP1 antagonist	TRHR PAM	D2 ag	TRHR ag	D1 PAM	D1 ag	D2 potentiator	D2 antagonist	D1 antagonist
Cc1c(CC(=O)NCC(=O)NCC(=O)O)c(=O)oc2cc3c(cc12)CCC(C)(C)O3	-3	9	0.7	0.0	1	1	7	-2	18
Cc1nc(SCC(=O)O)c(C#N)c(-c2ccco2)c1C(=O)N(C)C	-1	0	1.1	0.5	-2	2	-9	2	-4

Reprinted from the results shown, 5 compounds:
SMILES	RXFP1 antagonist	TRHR PAM	D2 ag	TRHR ag	D1 PAM	D1 ag	D2 potentiator	D2 antagonist	D1 antagonist
O=C(COc1nsnc1N1CCOCC1)N1CCOCC1	-3	-2	0.2	0.2	-6	4	-2	5	3
Cc1c(CC(=O)NCC(=O)NCC(=O)O)c(=O)oc2cc3c(cc12)CCC(C)(C)O3	-3	9	0.7	0.0	1	1	7	-2	18
Cc1nc2nc(SCC(N)=O)[nH]c2cc1Br	-9	1	-0.9	1.6	5	2	8	12	-28
Cc1nc(SCC(=O)O)c(C#N)c(-c2ccco2)c1C(=O)N(C)C	-1	0	1.1	0.5	-2	2	-9	2	-4
C=CCOc1ccccc1CN1CCC(n2nccc2NC(=O)c2ccccc2)CC1	8	-1	0.1	-0.2	-8	-1	-23	-25	10

The list continues.
SMILES	RXFP1 antagonist	TRHR PAM	D2 ag	TRHR ag	D1 PAM	D1 ag	D2 potentiator	D2 antagonist	D1 antagonist
O=C(COC(=O)CN1C(=O)C2CCCCC2C1=O)Nc1c(Cl)cccc1Cl (stereo not drawn)	3	-1	-0.2	-0.1	-2	1	-2	2	4
CCC1CCc2sc(C(=O)NCC(c3ccccc3OC)N3CCCC3)cc2C1 (stereo not drawn)	-14	3	nt	1.1	nt	9	nt	nt	21
COn1c(SCC(=O)N(C)C)nc2ccccc2c1=O	21	-1	0.2	0.0	3	1	3	8	3
CCOC(=O)N1CCc2c(sc3c2C(=O)NC(c2ccccc2)N3)C1 (stereo not drawn)	-4	3	-0.2	0.0	-2	4	3	15	-2
COCCCN1C(=O)C(=O)/C(=C(/O)c2ccc(S(=O)(=O)N3CCOCC3)cc2)C1c1ccc(F)cc1 (stereo not drawn)	3	-1	-0.5	0.4	2	-1	-5	-16	3
Cc1ccc(Sc2ccc(N3CCC(C(=O)Nc4ccc(Cl)cc4)CC3)nn2)cc1	nt	2	0.1	-0.2	0	2	-6	nt	-24
CN(CC1CCOCC1)C(=O)CC1C(=O)NCCN1CC(c1ccccc1)c1ccccc1 (stereo not drawn)	0	-3	1.0	1.1	4	2	-1	-8	7
COc1ccc2c(c1)SCC/C2=C\CN1C(=O)CCC1=O	-3	8	-0.3	-0.6	-4	4	11	-10	-21
CC(C)COC(=O)c1ccc2c(c1O)C(=O)c1ccccc1C2=O	-14	4	-0.4	0.1	2	0	-1	2	nt
COc1ccc(NC(=O)C2CCN(c3nc(C)cc(C)n3)CC2)cc1	6	8	-0.1	-0.7	-1	2	-2	-5	10
O=C(c1cccc(S(=O)(=O)N2CCc3ccccc3C2)c1)N1CCN(c2ccccc2)CC1	-10	3	18	0.6	-15	2	-11	-3	1
O=C(O)c1cccc([N+](=O)[O-])c1C(=O)Nc1cccc2ccccc12	-6	1	-0.5	-0.3	-9	3	10	2	-9
Cc1cc(OC(=O)c2cc(-c3ccc4c(c3)OCCO4)on2)ccc1Cl	nt	0	1.2	1.0	-2	11	-5	nt	-36*
CCCNC(=O)CN1C(=O)COc2ccc(S(=O)(=O)N3CCCCCC3)cc21	-29	-19&-7	-0.2&0.0	-0.9&-0.2	-4&-2	3&1	6&-4	-12	-6&1
O=C(CNC(=O)c1ccccc1F)OCC(=O)N1CCCc2ccccc21	-8	14	-1.8	-1.1	3	1	13	9	-3
CCCNC(=O)COC(=O)c1ccccc1C(=O)c1ccc(Cl)c([N+](=O)[O-])c1	16	24	nt	-0.5	-6	-1	-7	nt	-30
CC1CCCN(S(=O)(=O)c2ccc3c(c2)C(C)(C)C(=O)N3C)C1 (stereo not drawn)	-7	1	nt	-0.1	-6	1	nt	nt	-17
CCn1c(=O)cc(OCC(=O)NCCCN2CCC(C)CC2)c2ccccc21	11	-8	nt	0.5	0	2	-16	nt	6
CCCCNC(=O)NS(=O)(=O)c1ccc(C(=O)OC(C)C)o1	1	2	nt	1.0	7	7	2	nt	10
Cn1cnnc1SCC(=O)Nc1ncc(C(F)(F)F)cc1Cl	-4	5	-1.0	-0.4	1	2	8	1	-13
COc1ccc(-c2nc(C)ncc2-c2ccccc2)c(O)c1	-1	-6	0.2	-0.7	-5	1	7	-4	8
CC(C)[C@H](NC(=O)C1(c2ccccc2)CCN(C(=O)OC(C)(C)C)CC1)C(=O)O	27	11	2.4	-1.2	-1	1	1	-2	-12
Cc1ccc(N(C)C(=O)c2sc3nc4n(c(=O)c3c2C)CCCC4)cc1C	?	-5	1.2	1.1	1	1	2	nt	10
COc1ccc(-c2cn(CCCOCc3ccccc3)nn2)cc1	nt	-1	1.2	-0.8	0	5	-8	26	-16
S=C(NCc1ccc(Cl)c(Cl)c1)Nc1ccc2c(c1)OCO2	-6	16	0.0	0.0	-10	5	0	-3	-19
SMILES	RXFP1 antagonist	TRHR PAM	D2 ag	TRHR ag	D1 PAM	D1 ag	D2 potentiator	D2 antagonist	D1 antagonist
CC(=O)Nc1ccc(/C=N/Nc2nncc3ccccc23)cc1	0	0	1.2	2.3	0	2	-7	12	8
CC(C)Sc1nc(SCC(=O)NCc2ccco2)c2c3c(sc2n1)COC(C)(C)C3	1	-1	0.9	0.7	-6	6	-1	-6	9
CC(C)CCN1CC(O)=C(c2nc(-c3ccc(Cl)cc3)cs2)C1=N	-13	-2	-0.9	0.0	-5	-1	-4	11	15
COc1ccccc1/C=N/NC(=O)c1ccc(NC(=O)c2cccc([N+](=O)[O-])c2)cc1	nt	24	-0.4	-0.3	-5	2	4	-1	-14
Nc1nonc1N/N=C\c1ccccc1	1	0	-0.7	-0.1	-5	-1	4	-1	1
CC(NC(=O)CCNS(=O)(=O)c1ccccc1)c1ccccc1 (stereo not drawn)	7	-4	-0.6	0.4	-5	5	-10	9	11
CCOc1ncccc1C(=O)NNC(=O)c1cccc(S(=O)(=O)Nc2ccc(OC)cc2)c1	-2	-5	nt	0.3	-14	3	4	nt	-46*
CN(CC(=O)Nc1ccc(F)cc1)C(=O)C1CC(=O)N(Cc2ccccc2)C1 (stereo not drawn)	6	6	2.1	0.5	-1	2	-10	4	10
CN(CCc1cnn(C)c1)Cc1cn(C)nc1-c1ccc2c(c1)OCCO2	-4	5	nt	1.0	0	1	nt	nt	-10
CCN(CC)P(=O)(/C(Cl)=C\Nc1c(C)n(C)n(-c2ccccc2)c1=O)N(CC)CC	-7	4	0.5	1.3	0	2	4	-3	5
COc1ccccc1C(=O)N1c2ncnn2C2(CCCCC2)[C@@H]2CCCC[C@@H]21	0	17	-1.6	-0.9	1	2	17	nt	-7
Cn1c(=O)n(C)c2cc(S(=O)(=O)NCCO)ccc21	4	15	-1.2	1.5	-1	5	3	-5	-2
COc1ccc2cc(C(=O)C3CCCN(C(=O)c4cncs4)C3)ccc2c1 (stereo not drawn)	-11	20	nt	-0.5	-9	3	nt	nt	5
